Assay outcomes deposited in PubChem BioAssay by National Center for Advancing Translational Sciences (NCATS).
GLP1R cytotox: cytotoxicity in counter-screen for GLP-1R inverse agonists | HEK293 cAMP-luciferase reporter cells, luminescence, 24 h | Potency, µM (top dose mostly 38.3 µM), inactives show at the highest dose activity change, negative = inhibition, most hits filed as inhibitors | 0.13% of 410,000 active | AID 624418;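 further: loss of luciferase light is scored as toxicity; potency means the concentration at half of the fitted maximal effect; on the % scale 0 is the no-effect control and ±100 the full control effect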
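Step one: seed cells (200 cells/uL, DMEM with 10% Nu serum, 1% pen-strep). Step two: 12-hour incubation at 37 deg C. Step three: pin 23 nL compound, incubate 24 hr. Step four: add luciferase reagent, read luminescence 12 min later.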
Mm-Cpn inhibitor: M. maripaludis TRiC chaperonin inhibition | purified Mm-Cpn ATPase, ADP Transcreener TR-FRET | Potency, µM (top dose mostly 76.9 µM), inactives show at the top dose activity, negative = inhibition, actives largely listed as inhibitors | 0.031% of 330,000 active | AID 504842; further: potency means the concentration at half of the fitted maximal effect; on the % scale 0 is the no-effect control and ±100 the full control effect; nearly all actives have a fitted effect of over 80% in size
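Compound-treated chaperonin, 25 nM final, turns over 10 uM ATP at 37°C for 30 min following a 10 min preincubation; ADP generated competes with ADP-d2 for Eu-cryptate antibody, lowering FRET.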
aSyn yeast inh: alpha-synuclein toxicity inhibition in yeast. Yeast expressing alpha-synuclein, growth rescue, BacTiter-Glo, 24 h. Potency, µM (highest dose often 46.1 µM), for the others: at the highest dose growth rescue (activation), hits mostly activators. 0.14% of 370,000 active. AID 652106; further: potency means the concentration at half of the fitted maximal effect; % of control where 0% means no effect; nearly all actives have a fitted effect of over 65% in size
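Screening used galactose-induced yeast with toxic alpha-synuclein levels, exposed to compound for 24 hr at 30 deg C. Cell growth, read with BacTiter-Glo luminescence, gave the measured signal.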
GLP-1R inv ag: acts as inverse agonist at human GLP-1 receptor; AID 624417; HEK293 GLP-1R CRE-luciferase, luminescence, 24 h; GLP-1R form is constitutively active; P43220; 1.6% of 410,000 active; Potency, µM (highest dose often 38.3 µM), without a hit: at the top dose activity change, negative = inhibition, hits mostly inhibitors; further: potency means the concentration at half of the fitted maximal effect; on the % scale 0 is the no-effect control and ±100 the full control effect; nearly all actives have a fitted effect of over 55% in size
Target sequence (P43220 whole entry, looked up): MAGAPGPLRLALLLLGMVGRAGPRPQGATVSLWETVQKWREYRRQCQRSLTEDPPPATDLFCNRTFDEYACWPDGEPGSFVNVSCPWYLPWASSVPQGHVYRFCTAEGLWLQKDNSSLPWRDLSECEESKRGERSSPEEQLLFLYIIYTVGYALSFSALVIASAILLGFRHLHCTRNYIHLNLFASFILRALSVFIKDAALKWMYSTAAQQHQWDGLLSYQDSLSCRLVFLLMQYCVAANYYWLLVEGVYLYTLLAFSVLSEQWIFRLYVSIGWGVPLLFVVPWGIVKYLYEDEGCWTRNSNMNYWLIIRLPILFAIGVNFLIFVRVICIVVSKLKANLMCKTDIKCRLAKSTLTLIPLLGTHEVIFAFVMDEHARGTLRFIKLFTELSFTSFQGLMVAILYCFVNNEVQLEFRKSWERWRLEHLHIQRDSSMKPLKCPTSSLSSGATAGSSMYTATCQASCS
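Readout was luciferase luminescence, measured 12 min after detection reagent at room temperature. Beforehand, GLP-1R reporter HEK293 cells had sat 12 h, then received compounds for 24 hr at 37 deg C.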
FUS yeast rescue: rescues growth of FUS-expressing yeast; S. cerevisiae FUS-expressing, growth rescue, OD600, 24 h; Potency, µM (series often up to 76.6 µM), for inactives: top-dose growth rescue (activation), most hits filed as activators; 0.24% of 390,000 active;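 further: potency means the concentration at half of the fitted maximal effect; plate controls were DMSO vehicle for no effect and reference control for full effect; nearly all actives have a fitted effect of over 55% in size; some results filed as inactive show a strong effect at the top dose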
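FUS-expressing yeast, raffinose-pregrown, induced in 2% galactose minimal medium at OD 0.005; compounds in a dilution series, 24hr at 30C. Growth restoration read as absorbance at 600 nm. CP55940 positive control, DMSO negative.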
Akt phos inh: Akt phosphorylation inhibition; Neuro2A IGF-stimulated pAkt S473 HTRF, 20 min; hits give low values; activity change, % for hits at 50 µM; 0.32% of 360,000 active; in the data active means activity change below about -80%; inconclusive means mostly about -51% to -80%; further: on the % scale 0 is the no-effect control and ±100 the full control effect
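Neuro2A cells in DMEM with 0.5% FBS, overnight at 37 deg C, given compound at single 50 µM final, then IGF (6 nM final) for 20 min at 37 deg C. Lysed; phospho-Akt Ser473 by HTRF after 24 h, 665/615 ratio.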
TDP43 rescue: rescues yeast growth from TDP-43 toxicity; TDP-43 expressing yeast growth rescue, BacTiter-Glo, 24 h; 1.8% of 410,000 active; AID 652104; Potency, µM (series often up to 46.1 µM), inactives show at the highest dose growth rescue (activation), most hits filed as activators; further: potency means the concentration at half of the fitted maximal effect; % of control where 0% means no effect; nearly all actives have a fitted effect of over 50% in size
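Luminescence from BacTiter-Glo reports growth of TDP-43-expressing yeast after 24 hr at 30 deg C with compound. Cells were raffinose-pregrown to mid-log, then seeded in galactose medium at OD600=0.02.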
Abeta yeast res: restores growth of yeast expressing A-beta42 peptide; 0.063% of 410,000 active; Potency, µM (series often up to 46.1 µM), for inactives: at the top dose growth rescue, hits mostly activators; yeast expressing A-beta42, growth rescue, OD600, 48 h; response scale: 0% DMSO, 100% iron-clioquinol control; further: potency means the concentration at half of the fitted maximal effect; nearly all actives have a fitted effect of over 55% in size
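Yeast A-beta toxicity model in growth medium with pinned compounds, 48 h at 30 C; growth read as absorbance at 600 nm. Normalized to FeCl3/clioquinol equimolar mix (positive) and DMSO (negative).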
PTHR1 agonist: activates the human parathyroid hormone receptor PTHR1; Q03431; HEK293 GP2 PTHR1 cells, GloSensor cAMP luminescence, 1 h; 0.075% of 410,000 active; Potency, µM (doses to about 115 µM), for inactives: top-dose activation, actives largely listed as activators; further: potency means the concentration at half of the fitted maximal effect; nearly all actives have a fitted effect of over 55% in size; some results filed as inactive show a strong effect at the top dose; inactives centre near -15; many of its hits are not listed in these tables
Target sequence (Q03431 whole entry, looked up): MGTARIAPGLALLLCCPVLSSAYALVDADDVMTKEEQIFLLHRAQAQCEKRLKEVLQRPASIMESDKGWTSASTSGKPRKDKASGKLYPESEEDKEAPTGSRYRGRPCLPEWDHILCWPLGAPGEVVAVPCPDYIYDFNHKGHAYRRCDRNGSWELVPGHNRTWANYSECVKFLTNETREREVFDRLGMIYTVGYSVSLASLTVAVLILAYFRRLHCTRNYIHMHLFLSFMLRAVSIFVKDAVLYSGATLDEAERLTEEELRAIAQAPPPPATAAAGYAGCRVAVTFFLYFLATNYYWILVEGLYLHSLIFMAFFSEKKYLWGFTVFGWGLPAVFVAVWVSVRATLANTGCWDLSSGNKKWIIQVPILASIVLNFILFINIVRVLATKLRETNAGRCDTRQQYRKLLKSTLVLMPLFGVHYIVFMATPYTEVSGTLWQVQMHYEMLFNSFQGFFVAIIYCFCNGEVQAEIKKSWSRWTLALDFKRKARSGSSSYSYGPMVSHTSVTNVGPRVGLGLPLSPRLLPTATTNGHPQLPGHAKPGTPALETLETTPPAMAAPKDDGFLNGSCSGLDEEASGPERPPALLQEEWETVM
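HEK-293-derived GP2 cells expressing PTHR1 and a GloSensor cAMP reporter, 3,000/well, plated overnight, given luciferin plus IBMX (each 0.5 mM as added) for 1 h at 37 °C, then compound for 1 h at 37 °C. Luminescence was read after 15 min at room temperature.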
An asterisk follows results filed as active; i = inactive; ? = inconclusive; nt = no result given; & = joins results of further samples; [ ] = another dose, or the depositor's remark. Unless noted, the call rests on the fitted dose curve; in most records, active means well fitted curve in the direction sought with a large enough effect; inconclusive means small, poorly fitted or top-dose-only effect, or another doubt; inactive means no such curve, though single readings can be large; an effect the other way counts as inactive or inconclusive. These rows are one share of the data. The share of hits here may be higher or lower than overall.

SMILES	GLP1R cytotox	Mm-Cpn inhibitor	aSyn yeast inh	GLP-1R inv ag	FUS yeast rescue	Akt phos inh	TDP43 rescue	Abeta yeast res	PTHR1 agonist
O=C(Cn1cc([N+](=O)[O-])ccc1=O)Nc1ccc2c(c1)OCO2	-16%	0%	-11%	14%	nt	i	17%	1%	i
Cc1ccc(NC(=O)C2CCN(C(=O)c3cccs3)CC2)c(C)c1	-4%	2%	1%	-35%	1%	i	-18%	-14%	-24%
CCOc1ccccc1-c1nnc(SCC(=O)NC2(C#N)CCCC2)o1	-7%	2%	-6%[1.84 µM]	0%	12%	i	8%	-2%	-13%
O=C(CSCc1ccccc1Cl)NCCSc1ccccn1	-11%	-1%	0%	?	10%	i	?	18%	i
CCc1ccc(OCCSc2nc3ccccc3n2CC(=O)N2CCCCC2)cc1	-6%	nt	nt	-5%	14%	nt	18%	-5%	-2%
COc1cc(/C=C2/SC(=NCc3ccccc3)N(Cc3ccccc3)C2=O)ccc1O	13%	-1%	10%	?	23%	i	11%	-4%	-20%[57.5 µM]
COc1cccc2c1C(=O)c1c(O)c3c(c(O)c1C2=O)C[C@@](O)(C(=O)CO)C[C@@H]3O[C@H]1C[C@H](N)[C@H](O)[C@H](C)O1	?	-15%	4.5µM*	?	20%	i	?	-93%[inhibitor]	-9%
CC(=O)OCCN(CCCn1c(-c2ccncc2)nc2ccccc21)c1nc(CN2CCCCC2)cs1	-41%	3%	3%	11%	-10%	i	-2%	-4%	-25%
CSc1ccc(C#N)cc1NC(=O)c1cccnc1Cl	6%	0%	0%	3%	19%	i	-9%[9.22 µM]	12%	i
COc1ccccc1N=NNc1ccccc1OC	?	nt	-5%	?	-4%	i	?	-6%	-10%
O=C(NCCSc1ccccn1)c1ccc(Cl)cc1Cl	-1%[0.307 µM]	2%	9%	1%[0.307 µM]	1%	i	24%	8%	-40%[inhibitor]
C[C@@H]1CN([C@@H](C)CO)C(=O)CCCn2nncc2CO[C@@H]1CN(C)S(C)(=O)=O	0%	nt	0%	-5%	-32%	i	0%	-12%	-19%

Some entries already given, limited to GLP1R cytotox and aSyn yeast inh:
structure,GLP1R cytotox,aSyn yeast inh
COc1cccc2c1C(=O)c1c(O)c3c(c(O)c1C2=O)C[C@@](O)(C(=O)CO)C[C@@H]3O[C@H]1C[C@H](N)[C@H](O)[C@H](C)O1,?,4.5µM*
CC(=O)OCCN(CCCn1c(-c2ccncc2)nc2ccccc21)c1nc(CN2CCCCC2)cs1,-41%,3%

Later entries:
SMILES	GLP1R cytotox	Mm-Cpn inhibitor	aSyn yeast inh	GLP-1R inv ag	FUS yeast rescue	Akt phos inh	TDP43 rescue	Abeta yeast res	PTHR1 agonist
O=C1NCN(c2ccccc2)C12CCN(c1nnnn1-c1ccccc1)CC2	-19%	0%	3%	12%	18%	i	-1%	9%	-4%[57.5 µM]
CC(=O)NC(Cc1ccccc1C)C(=O)NC1CCN(C(=O)c2ccc(C)cc2)CC1 (configuration not stated)	-14%	1%	11%	6%	-33%	i	0%	6%	-19%
CCCCC(=O)NC(c1ccccc1OC)c1ccc2cccnc2c1O (configuration not stated)	-12%	0%	28%	?	16%	i	-15%	?	i
O=C(CN1CCN(C2CCCCC2)CC1)Nc1ccccc1N1CCCCC1	?	-1%	3%	?	25%	i	-18%	-23%	i
O=C(CSc1nccn1-c1ccc(Cl)cc1)N1CCCc2ccccc21	-8%	1%	1%	?	-6%	i	?	0%	-19%
Cc1ccc(-c2[nH]nc(N)c2N=Nc2ccccc2C)cc1	-21%	1%	3%	?	29%	i	-89%[inhibitor]	-94%[inhibitor]	-12%
CCC(C(=O)Nc1cccnc1)n1c(=O)[nH]c2ccccc2c1=O (configuration not stated)	3%	-5%	-3%	-15%	-16%	nt	7%	-14%	i
O=C1CC(N2CCOCC2)=NN1c1ccc([N+](=O)[O-])cc1	7%	0%	-7%	?	?	i	22%	-10%	-60%[inhibitor]
CCOCCCN1C(=O)c2[nH]nc(-c3ccccc3O)c2C1c1ccc(CC)cc1 (configuration not stated)	-24%	nt	nt	?	?	nt	27%	8%	-42%[inhibitor]
COc1ccccc1NC(=O)c1ccc(NC(=O)C2COc3ccccc3O2)cc1 (configuration not stated)	-3%	1%	-18%	?	-3%	i	?	?	-16%
Cc1ccc2c(c1)N(CCC(=O)NC1CC1)C(=O)C(C)O2 (configuration not stated)	3%	-7%	3%	8%	-1%	i	-14%	6%	i
Cc1nc2sc(C(c3cccs3)N3CCC4(CC3)OCCO4)c(O)n2n1 (configuration not stated)	9%	0%	0%	8%	11%	i	-1%	8%	-40%[inhibitor][57.5 µM]
C#CC(C)(CC)NC(=O)Cn1nnc(-c2ccc(OCc3c(F)cccc3Cl)cc2)n1 (configuration not stated)	-13%	nt	nt	3.2µM*	-15%	nt	14%	3%	i
Cc1noc(C)c1COC(=O)C1COc2ccccc2O1 (configuration not stated)	-4%	2%	0%	10%	23%	i	17%	13%	i
CC(C)CCn1cnc2c([nH]c3cccc(Cl)c32)c1=O	6%	-1%	-4%	-5%	5%	i	-3%	4%	-10%[57.5 µM]
COc1ccc(OC)c(S(=O)(=O)N(C)CC(=O)Nc2ccc3c(c2)OCCO3)c1	-23%	nt	2%	-23%	-7%	i	-8%	16%	i
COCC#Cc1ccc2c(c1)O[C@@H](CN(C)C(=O)Nc1ccc(OC)cc1)[C@H](C)CN([C@H](C)CO)S2(=O)=O	0%	nt	0%	6%	-13%	i	20%	10%	-15%
O=C(CNC(=O)[C@@H]1Cc2ccccc2CN1)NC1CCCCC1	-6%	4%	1%	-1%	-12%	nt	5%	-13%	i
COc1cc(C(=O)Nc2ccc(-c3cc(C(F)(F)F)nn3-c3ccccc3)cc2)cc(OC)c1OC	-6%	nt	nt	7.9µM*	36%	nt	?	3%	i
OCCOCCN1CCN(C2=Nc3ccccc3Sc3ccccc32)CC1	15%&3%	2%&-4%	6%&-3%	-7%&-26%	-23%&-43%	i	8%&13%	-17%&-15%	-27%&-27%
CCOc1cccc2sc(N3CCN(C(=O)C(C)(C)C)CC3)nc12	0%	nt	nt	-7%	23%	nt	11µM*	-8%	i
CCOC(=O)NCc1ccc(Cl)c(Cl)c1	-7%	-1%	8%	-17%	-2%	i	18µM*	32%	i
COc1ccccc1OCCC(=O)OCC(=O)NCc1ccc(Cl)cc1	15%	1%	-6%	2%	-4%	i	16%	-1%	-9%
O=C(CO/N=C/c1ccc(OC(F)F)cc1)NCc1ccc(F)cc1	-1%	4%	-1%	?	-2%	i	?	-12%	-18%
O=C(Nc1ccc2oc(-c3ccccc3Cl)nc2c1)c1cncc(Br)c1	5%	0%	-6%	33%	18%	i	3%	-7%	-12%[57.5 µM]
CCN(CC)CCNC(=O)c1ccc(NC(=O)c2ccc(S(=O)(=O)N(C)c3ccccc3OC)cc2)cc1	-20%	nt	0%	?	nt	i	23%	17%	i
COc1cc(C2C(C(C)=O)=C(O)C(=O)N2CCN(C)C)ccc1O (configuration not stated)	-2%	2%	-5%	6%	-16%	i	-5%	-10%	i
COCCNC(=O)C1(C)CCN(C(=O)c2ccc(OC)c(F)c2)C1 (configuration not stated)	2%	nt	2%	5%	-4%	i	4%	-5%	i
CCOC(=O)c1ccccc1NC(=O)CSc1nc2ccccc2n1CC(=O)N1CCCC1	-15%	1%	3%	0%	50%	i	-18%	-12%	-14%[57.5 µM]
O=S(=O)(c1ccc(-c2ccccn2)s1)N1CCC2(CC1)OCCO2	5%	2%	3%	4%	6%	i	-26%	-10%	i
COc1ccc(CCNC(=O)c2ccc3c(c2)OCO3)cc1	3%	2%	-1%	-4%	23%	i	1%	1%	i
N#Cc1ccc(OCC(=O)Nc2ccncc2)cc1	-2%	-2%	-4%	8%	22%	i	0%	-24%	?
C=CC1=CCN(S(=O)C(C)(C)C)[C@H]1CCO (some centres not stated)	-6%	nt	1%	6%	-2%	i	12%	1%	i
CCOC(=O)c1[nH]c2ccccc2c1NC(=O)C1CCCCC1	11%	1%	-5%	-16%	-8%	i	2%	0%	i
COc1ccc(-n2cc(C(=O)Nc3cc([N+](=O)[O-])ccc3OC)c3ccccc3c2=O)cc1	-23%	1%	-5%	2%	nt	i	26%	18%	i
O=C(COc1ccccc1)Nc1cc(S(=O)(=O)N2CCOCC2)ccc1N1CCCC1	-9%	0%	12%	8%	nt	i	?	3%	i
CCCCNC(=O)CS(=O)Cc1nc(-c2cccc(C)c2)oc1C (configuration not stated)	-11%	1%	8%	-7%	-5%	i	0%	1%	-4%
C/C=C/c1ccc(OCCCNC(C)CC)c(OC)c1 (configuration not stated)	-9%	-1%	5%	?	-2%	i	4%	14%	i
Cc1c(N/N=C(\C#N)C(=O)c2ccc(Cl)cc2)c(=O)n(-c2ccccc2)n1C	?	-1%	13%	?	25%	i	?	26%	i
COc1ccccc1N(CC(O)COc1ccccc1C)S(=O)(=O)c1ccccc1 (configuration not stated)	-4%	2%	4%	?	22%	i	21%	0%	i
COCCNc1nc(NCc2cnc(C)cn2)c2sccc2n1	-18%	nt	0%	34%[activator]	-13%	i	10%	-7%	0%
C=C(C)CN(Cc1ccccc1)C(=S)Nc1ccccc1	-11%	0%	-7%	?	-3%	i	15%	?	-29%
O=C(CSc1n[nH]c(-c2ccccc2)n1)Nc1ccccc1O	-1%	-1%	3%	-15%	nt	i	-10%	2%	-34%[inhibitor]
